Screens deposited in PubChem BioAssay by Sanford-Burnham Center for Chemical Genomics.
CHOP UPR activ: activators of apoptotic arm of unfolded protein response (CHOP); CHO-CHOP luciferase reporter, UPR activation, luminescence; percent of tunicamycin response over DMSO baseline; activation, % at 10 µM; 330,000 tested, 0.34% active; AID 449763;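 active means at 10 µM dose, activation of 40% or more, normalized to positive control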;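 further: 100% = tunicamycin at 10 µg/mL and 0% = DMSO alone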
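Evaluation: % reporter activation, DMSO baseline versus tunicamycin full activation; System: CHO-CHOP luciferase reporter cell line; Input: 500 cells/well; Incubation: 6 h compound treatment, 37 °C; Measured by: Steady-Glo luciferase luminescence; Dosing: one dose, 10 µM in 0.5% DMSO; Buffer or medium: F12 medium, 10% FBS; Benchmarks: positive tunicamycin 10 µg/mL, negative DMSO alone.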
EBI2 block: blocks human EBI2 receptor beta-arrestin signaling | inhibition, % at 5 µM | P32249 | EBI2 beta-arrestin recruitment, luminescence, 7a,25-OHC stimulated | 360,000 tested, 0.81% active; in the data active means inhibition above about 38%;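 further: enzyme fragment complementation signal reports receptor beta-arrestin coupling in cells; 0% = agonist plus DMSO wells and 100% = wells without agonist; some results beyond the cut were filed as inactive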
Target sequence (P32249 whole entry, looked up, the tested form may be a part): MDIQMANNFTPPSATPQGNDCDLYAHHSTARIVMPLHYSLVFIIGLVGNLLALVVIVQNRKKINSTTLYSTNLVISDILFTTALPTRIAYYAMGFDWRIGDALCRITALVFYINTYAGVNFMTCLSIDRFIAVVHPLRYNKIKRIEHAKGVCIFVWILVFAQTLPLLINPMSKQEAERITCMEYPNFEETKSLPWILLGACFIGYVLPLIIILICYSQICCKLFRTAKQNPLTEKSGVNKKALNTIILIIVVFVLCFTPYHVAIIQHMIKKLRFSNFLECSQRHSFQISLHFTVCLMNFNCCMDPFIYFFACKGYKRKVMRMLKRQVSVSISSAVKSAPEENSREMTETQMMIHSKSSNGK
Jurkat NFkB inh: lowers PMA/ionomycin-induced NF-kB signal in Jurkat cells; PMA/ionomycin-induced NF-kB luciferase reporter, luminescence; inhibition, % at 4 µM; 330,000 tested, 0.53% active; in the data active means inhibition above about 50%
CCR6 antagonist: blocks CCL20-driven beta-arrestin recruitment at human CCR6; CHO-K1 CCR6 PathHunter beta-arrestin, luminescence, CCL20-stimulated; inhibition, % at 20 µM; 340,000 tested, 0.49% active;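 active means compounds whose inhibition of the agonist-driven luminescence signal at 20 µM reaches about 50%, limit read from the data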;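 further: cells stimulated with CCL20 at 14 nM final; plate controls were DMSO with CCL20 for no effect and DMSO without agonist for full effect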
Target sequence (P51684 whole entry, looked up): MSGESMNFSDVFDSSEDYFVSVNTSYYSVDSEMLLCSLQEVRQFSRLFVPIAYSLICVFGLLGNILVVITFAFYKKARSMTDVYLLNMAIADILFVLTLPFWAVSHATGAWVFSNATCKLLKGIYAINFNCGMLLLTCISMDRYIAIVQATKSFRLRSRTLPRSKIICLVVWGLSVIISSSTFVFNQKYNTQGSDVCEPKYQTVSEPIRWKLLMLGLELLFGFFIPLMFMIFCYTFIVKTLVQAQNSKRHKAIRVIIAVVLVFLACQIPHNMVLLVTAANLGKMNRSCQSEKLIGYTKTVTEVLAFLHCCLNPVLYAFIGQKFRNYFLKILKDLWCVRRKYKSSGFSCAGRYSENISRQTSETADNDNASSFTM
Gli-Sufu antag: blocks Gli-Sufu signaling in a luciferase reporter; Sufu-KO-LIGHT fibroblasts, Gli luciferase reporter luminescence; inhibition, % at 5 µM; AID 588413; 340,000 tested, 0.74% active;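 active means inhibition above about 55%, limit read from the data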;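 further: 0% = DMSO-treated cells and 100% = wells with medium but no cells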
Mdm2-MdmX inh: disrupts the human Mdm2-MdmX interaction. AID 485346. inhibition, % at 8 µM. O15151+Q00987. 330,000 tested, 3% active. SaOS-2 split-luciferase Mdm2/MdmX complementation, luminescence;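 active means inhibition of at least 50% at 8 µM in the primary screen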
CXCR6 block: CXCR6 (human) receptor inhibition; O00574; 360,000 tested, 0.36% active; AID 602244; CHO-K1 PathHunter CXCR6 beta-arrestin, luminescence; inhibition, % at 20 µM; in the data active means inhibition above about 34%, passing the limit was not always enough;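 further: antagonist mode with CXCL16 agonist at 10 nM final; 0% = 10 nM CXCL16 with DMSO and 100% = unstimulated wells without agonist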
Target sequence (O00574 whole entry, looked up): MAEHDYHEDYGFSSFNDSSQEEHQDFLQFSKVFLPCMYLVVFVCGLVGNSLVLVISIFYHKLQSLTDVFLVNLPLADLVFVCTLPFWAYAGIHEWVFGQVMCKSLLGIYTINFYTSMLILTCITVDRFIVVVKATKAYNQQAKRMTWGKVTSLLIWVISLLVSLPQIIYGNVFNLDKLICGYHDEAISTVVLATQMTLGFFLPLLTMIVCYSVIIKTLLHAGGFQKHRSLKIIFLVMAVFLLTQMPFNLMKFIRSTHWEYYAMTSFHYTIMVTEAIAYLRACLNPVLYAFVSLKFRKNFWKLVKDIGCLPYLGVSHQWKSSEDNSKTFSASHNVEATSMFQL
XBP1 UPR activ: adaptive UPR (XBP1) activation. CHO-XBP1 luciferase reporter, IRE1-XBP1 UPR activation, luminescence; percent of tunicamycin response, DMSO as zero. activation, % at 20 µM. 330,000 tested, 0.33% active;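 active means versus positive control, 20 µM dose yields 30% or more activation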;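 further: 100% = tunicamycin at 10 µg/mL and 0% = DMSO only wells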
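Material: CHO cell line with stable XBP1 luciferase reporter; buffer or medium: F12 medium containing 10% fetal bovine serum; compound: single point, 20 µM final compound, 1% DMSO; incubation: 6 h treatment, 37 °C; measured by: glow luminescence from Steady-Glo reagent; evaluation: activation, % of tunicamycin; control set: tunicamycin high, DMSO low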
697 NFkB inh: lowers PMA/ionomycin-induced NF-kB signal in 697 B cells | 330,000 tested, 0.33% active | 697 B-cell NF-kB luciferase reporter, 16 h | AID 435022 | inhibition, % at 4 µM; in the data active means inhibition above about 35%
The depositor's hits bear a star; nt = no result given; & = joins results of further samples.

#1 O=C(O)c1cc([N+](=O)[O-])cc2ccccc12
#2 OC(COc1ccc(Cl)cc1)CSc1ccccn1 (stereo not drawn)
#3 O=C(CNCCO)NC12CC3CC(CC(C3)C1)C2
#4 CCOC(=O)c1ccc(N2C(=O)C3CCCN3C2=S)cc1 (stereo not drawn)
#5 O=C1NC(=S)NC1Cc1ccc(O)cc1 (stereo not drawn)
#6 CC(C)c1ccc2c(c1)CC[C@H]1[C@](C)(CN)CCC[C@]21C
#7 CC1=C/C(=N\NC(=S)Nc2cccnc2)CC(C)(C)C1
#8 CC(C)(C)c1ccc(C(=O)NCC(=O)OCC(=O)NC(=O)NC2CCCC2)cc1
#9 O=C(NC1CCCC1)C1CCN(S(=O)(=O)N2CCCCC2)CC1
#10 Cc1ccc(C)c(Cn2nnc3c(=O)[nH]c(C4CCCN(C(=O)C5CCCCC5)C4)nc32)c1 (stereo not drawn)

assay / entry	1	2	3	4	5	6	7	8	9	10
CHOP UPR activ	nt	4.0	1.0	0.8	nt	nt	nt	1.1	-0.1	0.8
EBI2 block	7	52*	-4	-3	8	-6&0	39*	-6	-6	14
Jurkat NFkB inh	nt	-21	10	-6	nt	nt	nt	7	5	9
CCR6 antagonist	-4	18	4	-6	8	32&4	46	1	-8	4
Gli-Sufu antag	4	44	0	-5	-16	17&5	8	-10	20	12
Mdm2-MdmX inh	nt	-15	5	-26	nt	nt	nt	18	-19	17
CXCR6 block	0	-7	8	-2	2	-13&-8	11	-2	1	6
XBP1 UPR activ	nt	-3	-1	5	nt	nt	nt	1	1	-2
697 NFkB inh	nt	-38	14	0	nt	nt	nt	16	19	15

#11 O=S(=O)(/C=C/c1ccccc1)NC1CCCCCCC1
#12 CC(=O)NC1C(=O)N=C(SC(C)C(=O)Nc2cccc(Cl)c2)NC1=O (stereo not drawn)
#13 COc1ccc(N2C(=O)CC(N3CCN(c4nc5ccccc5s4)CC3)C2=O)cc1 (stereo not drawn)
#14 CCc1cccc(CC)c1NC(=S)NCCc1c(C)[nH]c2ccccc12
#15 Cc1cc(C(=O)Nc2cccc([N+](=O)[O-])c2)c(C)o1
#16 COC(=O)c1cc(OC)c(OC)cc1NCC(=O)Nc1ccc(OC)c(OC)c1
#17 O=C1c2ccccc2C(Nc2ccc(Cl)cn2)N1Cc1ccccc1 (stereo not drawn)
#18 O=C(CCCCCNc1nc(=S)[nH]c2ccccc12)N1CCN(c2ccccn2)CC1
#19 CCn1ccc(C(=O)NC2=C(C#N)CCC2)n1
#20 CCC1(CC)NC(=O)N(Cc2nc3ccccc3s2)C1=O

assay / entry	11	12	13	14	15	16	17	18	19	20
CHOP UPR activ	-0.3	-0.9	-1.2	-0.6	0.9	2.7	0.1	0.8	0.3	0.1
EBI2 block	-5	-2	-4	19	-12	5	-12	-1	-1	-6
Jurkat NFkB inh	-7	-3	-1	20	-2	13	7	6	-4	-3
CCR6 antagonist	17	-4	1	24	5	-20	3	nt	1	7
Gli-Sufu antag	3	-1	4	11	8	3	2	nt	-3	-8
Mdm2-MdmX inh	7	-35	12	51*	-14	9	16	21	0	-11
CXCR6 block	2	10	-1	10	-2	-14	0	-13	-4	1
XBP1 UPR activ	-3	0	1	-3	3	-2	-2	5	0	-1
697 NFkB inh	0	1	-11	11	0	2	-51	-149	17	13

#21 Cc1nn(-c2ccccc2)c(Cl)c1/C=N/Nc1ccc(Cl)c(C(=O)O)c1
#22 Cc1ccc(CNS(=O)(=O)c2ccc(F)c(F)c2)n1C
#23 Cn1c(NC(=O)/C=C\c2ccccc2)cc(=O)n(C)c1=O
#24 O=C(c1nc2ccc(Cl)cn2c1CNCCc1cnccn1)N1CCCCCCC1
#25 COc1ccccc1/C=C/C(=O)NNC(=O)c1cccs1
#26 COc1ccc(OC)c(S(=O)(=O)NC(N)=NCCc2ccccc2)c1
#27 CC(C)NC(=S)NCc1cccnc1
#28 Cc1c(C=C2C(=O)c3ccccc3C2=O)cc(C#N)n1C
#29 COC(=O)c1ccc(OC(=O)CCN2c3ccccc3Sc3ccccc32)cc1
#30 CC[C@]12c3[nH]c4cc(-c5ccco5)ccc4c3CCN1C(=O)[C@@H](CC(=O)NCCCOC)C[C@@H]2C(=O)N1CCN(C(=O)C2CC2)CC1

assay / entry	21	22	23	24	25	26	27	28	29	30
CHOP UPR activ	-9.0	-1.4	5.4	1.1	3.7	-0.9	1.8	-2.3	1.9	2.1
EBI2 block	1	-13	7	1	-9	-8	-1	nt	-7	-4
Jurkat NFkB inh	-3	-4	-27	12	-4	-4	-3	-3	16	nt
CCR6 antagonist	-2	-2	17	11	1	11	-2	16	2	22
Gli-Sufu antag	-80	-17	-33	4	-60	7	-4	4	5	-17
Mdm2-MdmX inh	-273	-11	-98	18	-32	1	-10	12	18	10
CXCR6 block	-12	-19	5	0	0	1	-4	nt	-3	-4
XBP1 UPR activ	-8	0	8	0	-4	-3	-3	-1	-1	-1
697 NFkB inh	-92	-2	-40	13	5	12	-1	-8	-1	13

#31 Cc1ccc(OCC(=O)Nc2cccnc2Cl)cc1C
#32 Fc1ccc(CSc2ncnc3c2oc2ccccc23)cc1
#33 N/C(=N\OC(=O)c1ccccc1F)c1cccc([N+](=O)[O-])c1
#34 O=C(CSCc1ccc(Cl)cc1)Nc1nccs1
#35 CC(C)C(c1nnnn1C1CCCC1)N1c2ccccc2CC1C (stereo not drawn)
#36 Cc1ccc(/C(O)=C2\C(=O)C(=O)N(CCc3c[nH]c4ccccc34)C2c2cccnc2)cc1 (stereo not drawn)
#37 COc1ccc(C(=O)NC(=S)Nc2cccc(NC(=O)c3ccco3)c2)cc1[N+](=O)[O-]
#38 CC(C)(C)c1ccc(C(=O)Nc2ccc(C(=O)NCc3cccnc3)cc2)cc1
#39 Cc1cc(C)c(NC(=O)Nc2ccc3c(c2)OCO3)c(C)c1
#40 CCn1nc(C)cc1C(=O)N1CCCC(N2CCN(c3cccc(Cl)c3)CC2)C1 (stereo not drawn)

assay / entry	31	32	33	34	35	36	37	38	39	40
CHOP UPR activ	1.1	nt	2.0	-1.6	1.2	0.2	0.3	5.7	3.0	1.4
EBI2 block	0	8	-4	-3	-15	-4	8	-7	10	7
Jurkat NFkB inh	-12	nt	-139	2	-11	-19	-9	11	-28	8
CCR6 antagonist	10	18	-4	1	17	-1	49	13	13	nt
Gli-Sufu antag	-14	0	-78	6	3	-6	6	0	-45	nt
Mdm2-MdmX inh	-19	nt	-196	22	12	-11	21	-12	-13	14
CXCR6 block	6	-1	-12	3	3	0	14	-22	8	-1
XBP1 UPR activ	0	nt	2	-4	-2	0	-2	7	2	-5
697 NFkB inh	-1	nt	-146	9	-2	12	8	-9	-48	-9

Pulled one by one from the list above, six records:
#39 Cc1cc(C)c(NC(=O)Nc2ccc3c(c2)OCO3)c(C)c1
#32 Fc1ccc(CSc2ncnc3c2oc2ccccc23)cc1
#38 CC(C)(C)c1ccc(C(=O)Nc2ccc(C(=O)NCc3cccnc3)cc2)cc1
#36 Cc1ccc(/C(O)=C2\C(=O)C(=O)N(CCc3c[nH]c4ccccc34)C2c2cccnc2)cc1 (stereo not drawn)
#31 Cc1ccc(OCC(=O)Nc2cccnc2Cl)cc1C
#35 CC(C)C(c1nnnn1C1CCCC1)N1c2ccccc2CC1C (stereo not drawn)

assay / entry	39	32	38	36	31	35
CHOP UPR activ	3.0	nt	5.7	0.2	1.1	1.2
EBI2 block	10	8	-7	-4	0	-15
Jurkat NFkB inh	-28	nt	11	-19	-12	-11
CCR6 antagonist	13	18	13	-1	10	17
Gli-Sufu antag	-45	0	0	-6	-14	3
Mdm2-MdmX inh	-13	nt	-12	-11	-19	12
CXCR6 block	8	-1	-22	0	6	3
XBP1 UPR activ	2	nt	7	0	0	-2
697 NFkB inh	-48	nt	-9	12	-1	-2

More compounds:
#41 COc1ccc(S(=O)(=O)CCC(=O)Nc2c(C)cccc2C)cc1
#42 O=C(Nc1ccc(OCC(=O)N2CCOCC2)cc1)c1cc(F)c(F)cc1Cl
#43 CC(=O)c1c(OCC(=O)N(C)C2CCCCC2)ccc2c(C)cc(=O)oc12
#44 O=CNC(n1cnc2c(N3CCOCC3)ncnc21)C(Cl)(Cl)Cl (stereo not drawn)
#45 C[C@@]12C(=O)N(CCc3c[nH]c4ccccc34)CC(=O)N1[C@H]1c3ccccc3OC[C@@H]1[C@@H]2c1ccccc1
#46 Cc1ccc(N2CC(C(=O)OCC(=O)c3ccc[nH]3)CC2=O)cc1 (stereo not drawn)
#47 CSCCC1C(=O)OC2(C)CC(C)(C)NC(=S)N12 (stereo not drawn)
#48 COCC1CCCN(C(=O)c2ccc3oc(C(C)C)nc3c2)C1 (stereo not drawn)
#49 O=C(Cc1cccs1)Nc1ccc2c(c1)C(=O)OC2
#50 Cc1ccnc(NC(=O)c2ccccc2[N+](=O)[O-])c1

assay / entry	41	42	43	44	45	46	47	48	49	50
CHOP UPR activ	1.9	2.3	1.0	-2.3	2.1	-0.1	0.5	2.0	-0.1	1.0
EBI2 block	-3	-4	-11	-3	21	3	-7	-2	-4	3
Jurkat NFkB inh	5	-6	7	-10	4	-2	-1	-1	-7	0
CCR6 antagonist	7	7	6	-1	2	2	-4	5	-6	-1
Gli-Sufu antag	10	-15	3	-17	-1	-9	3	-1	99*	-1
Mdm2-MdmX inh	-6	-2	4	23	32	12	1	29	0	-18
CXCR6 block	-5	7	2	-2	-3	-1	-12	2	-4	4
XBP1 UPR activ	-3	-2	2	-1	-2	-2	-1	-1	-1	0
697 NFkB inh	-5	0	0	6	10	-8	-14	4	16	6

#51 O=C(COC(=O)Cc1ccc(Cl)cc1)Nc1c(F)cccc1F
#52 CC(=O)Nc1ccc(Nc2ncnc3c2cnn3-c2ccc(C)cc2C)cc1
#53 CCOC(=O)c1ccc(NC(=O)CSc2nc3c(c(=O)n2-c2ccccc2OC)SCC3)cc1
#54 CCOc1ccc(-n2c(N)c(C(=O)N3CCN(C)CC3)sc2=S)cc1
#55 COCC(=O)N(C)C[C@H]1N[C@@](C)(C(=O)OC)[C@H]2C(=O)N(C)C(=O)[C@@H]12
#56 COCC(C)n1c(C)cc(C(=O)COC(=O)c2n[nH]c3ccccc23)c1C (stereo not drawn)
#57 CC(C)c1ccc(S(=O)(=O)/N=C2\C=C(NS(=O)(=O)c3ccccc3)C(=O)c3ccccc32)cc1
#58 CCN(Cc1cc(=O)[nH]c2ccccc12)C(=O)c1ccc(C)cc1
#59 Cc1ccc(SCCC(=O)Nc2ccccc2C(=O)NC2CCCCC2)cc1
#60 NC(=O)Cc1ccc(C(=O)c2ccc(Cl)cc2)s1

assay / entry	51	52	53	54	55	56	57	58	59	60
CHOP UPR activ	-1.3	-1.2	-0.7	1.1	3.3	-0.8	nt	0.4	0.9	2.2
EBI2 block	-6	-5	2	5	3	3	11	-3	-23	-10
Jurkat NFkB inh	-9	1	-5	16	26	-66	nt	-5	-8	-7
CCR6 antagonist	2	10	-1	7	-3	14	44	9	15	5
Gli-Sufu antag	0	1	11	-3	-1	3	26	11	0	-21
Mdm2-MdmX inh	-6	3	14	14	-1	21	nt	-5	-18	0
CXCR6 block	-6	-11	6	13	-3	-22	28	8	-9	4
XBP1 UPR activ	0	-2	-1	-1	-1	-3	nt	0	1	-1
697 NFkB inh	1	-11	-18	11	13	-124	nt	2	-1	4
